Bioassay records (PubChem BioAssay)
RECQ1 helicase = qHTS Assay for Inhibitors of RecQ-Like Dna Helicase 1 (RECQ1); ATP-dependent DNA helicase Q1 (Homo sapiens), P46063; RECQ1 DNA unwinding, red fluorescence kinetic read; Potency, µM (series often up to 57.3 µM), inactives show at the highest dose activity, negative = inhibition, most hits filed as inhibitors; actives 0.54% (n = 240,000); AID 2549, 2010;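 further: plate controls were vehicle for no effect and no enzyme for full effect; nearly all actives have a fitted effect of over 30% in size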
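50 nM RECQ1T1 preincubated 15 min with compound in Tris pH 8.0 buffer with MgCl2, DTT, Tween-20 and 2.5 ug/ml poly(dI-dC); started with 200 nM TAMRA/BHQ-2 forked duplex and 2 mM ATP. Unwinding read as fluorescence (525/598 nm), two reads 2 h apart.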
L3MBTL1 inh = qHTS Assay for the Inhibitors of L3MBTL1; Potency, µM (top dose mostly 57.1 µM), inactives show at the highest dose activity, negative = inhibition, actives largely listed as inhibitors; AlphaScreen L3MBTL1–H3K9me1 peptide binding; actives 0.66% (n = 230,000); further: on the % scale 0 is the no-effect control and ±100 the full control effect; nearly all actives have a fitted effect of over 60% in size
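First, the protein-peptide complex forms for 30 min at room temperature (L3MBTL1 50 nM, biotinylated H3K9me1 peptide 75 nM). Next, compounds are pin-transferred and incubated 30 min. Finally, AlphaScreen beads are added and read after 30 min.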
HTT cytoprotect = qHTS Multiplex Assay to Identify Dual Action Probes in a Cell Model of Huntington: Cytoprotection (ATP); actives 0.14% (n = 230,000); PC12 HTT-Q103 induced, cytoprotection, ATP luminescence, 40 h; Potency, µM (doses to about 56.4 µM), for inactives: cytoprotection (ATP increase), most hits filed as activators; AID 1471, 2008;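 further: % of control where 0% means no effect; nearly all actives have a fitted effect of over 45% in size; toxic huntingtin expression switched on by the ecdysone agonist tebufenozide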
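Compounds added alongside 100 nM tebufenozide, which induces toxic Q103 huntingtin exon 1-GFP in stable PC12 cells; surviving cells quantified by luminescent ATP measurement. Medium: phenol red-free DMEM, 5% equine and 5% calf serum.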
TexasRed fluor = Total Fluorescence Counterscreen for Inhibitors of the Interaction of Thyroid Hormone Receptor and Steroid Receptor Coregulator 2; Potency, µM (titrated, usually from 106 µM), inactives show top-dose fluorescence change, negative = quenching; TRb/SRC2 Texas Red total fluorescence interference; actives 0.29% (n = 280,000); AID 1479, 2009; active means well fitted curve in either direction with a large enough effect; inconclusive means small, poorly fitted or top-dose-only effect; further: on the % scale 0 is the no-effect control and ±100 the full control effect
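Human TRb ligand-binding domain at 0.6 uM with 20 nM Texas Red SRC2 peptide in Tris buffer containing 1 uM T3 and 5% DMSO, incubated with compound 5 h at ambient temperature. Total fluorescence (555/632 nm) calculated as parallel + 2 × perpendicular.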
TRb-SRC2 inh = qHTS for Inhibitors of the Interaction of Thyroid Hormone Receptor and Steroid Receptor Coregulator 2. Thyroid hormone receptor beta (Homo sapiens), P10828. TRbeta-SRC2 peptide binding, fluorescence polarization; receptor liganded with 1 µM T3. Potency, µM (doses to about 106 µM), inactives show at the top dose activity change, negative = inhibition, usual class: inhibitors. actives 0.065% (n = 280,000). AID 1469, 2008;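 further: plate controls were bound peptide for no effect and peptide without receptor for full effect; nearly all actives have a fitted effect of over 50% in size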
Target sequence (P10828 whole entry, looked up): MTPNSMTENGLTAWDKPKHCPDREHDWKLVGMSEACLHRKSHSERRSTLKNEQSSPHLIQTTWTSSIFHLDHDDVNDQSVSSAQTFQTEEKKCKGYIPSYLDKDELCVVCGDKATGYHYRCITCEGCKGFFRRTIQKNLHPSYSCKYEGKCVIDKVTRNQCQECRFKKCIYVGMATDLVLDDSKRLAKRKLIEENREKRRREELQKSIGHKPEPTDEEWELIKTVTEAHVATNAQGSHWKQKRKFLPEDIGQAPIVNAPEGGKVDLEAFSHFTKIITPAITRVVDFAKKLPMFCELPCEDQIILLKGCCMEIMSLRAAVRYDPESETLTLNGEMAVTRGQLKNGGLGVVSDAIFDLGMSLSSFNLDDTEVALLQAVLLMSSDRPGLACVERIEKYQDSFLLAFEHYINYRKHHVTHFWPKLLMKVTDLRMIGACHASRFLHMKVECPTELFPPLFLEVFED
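Binding of a 20-amino-acid Texas Red SRC2 peptide (20 nM) to TRb ligand-binding domain (0.6 uM) with agonist T3 at 1 uM was followed by fluorescence polarization after a 5 hr room-temperature incubation.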
Tau fluor cs = Counterscreen qHTS for Inhibitors of Tau Fibril Formation, Fluorescence Polarization; tau K18 P301L Alexa594 fluorescence, heparin fibrillization; Potency, µM (doses to about 57.7 µM), without a hit: top-dose activity change, negative = decrease; actives 0.93% (n = 280,000); AID 1463, 2008; further: on the % scale 0 is the no-effect control and ±100 the full control effect; nearly all actives have a fitted effect of over 55% in size
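Human tau K18 P301L (15 uM unlabeled, 0.24 uM Alexa 594-labeled) in 100 mM sodium acetate pH 7 with 20 uM heparin, 6 hr at 37 C. ThT 30 uM added, 1 hr ambient; Alexa 594 FP and total fluorescence read at 555/632 nm.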
Tau fibril FP = qHTS for Inhibitors of Tau Fibril Formation, Fluorescence Polarization. Microtubule-associated protein tau (Homo sapiens), P10636. K18 P301L tau heparin fibrillization, Alexa594 FP, 6 h. Potency, µM (doses to about 57.7 µM), inactives show top-dose activity, negative = inhibition, actives largely listed as inhibitors. actives 0.39% (n = 280,000); further: on the % scale 0 is the no-effect control and ±100 the full control effect; nearly all actives have a fitted effect of over 55% in size
Target sequence (P10636 561-689 P618L limits assumed): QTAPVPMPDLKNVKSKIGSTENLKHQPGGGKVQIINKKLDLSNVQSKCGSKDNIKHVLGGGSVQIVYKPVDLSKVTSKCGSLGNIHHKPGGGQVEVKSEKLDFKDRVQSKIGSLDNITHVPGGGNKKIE
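K18 P301L tau (15 uM unlabeled/0.24 uM Alexa 594-labeled, final) + compound + heparin 20 uM final; 100 mM NaOAc pH 7; 6 hr 37 C; ThT 30 uM final added, 1 hr RT; FP ex 555/em 632 nm.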
Tau fibril ThT = qHTS for Inhibitors of Tau Fibril Formation, Thioflavin T Binding. Microtubule-associated protein tau (Homo sapiens), P10636. actives 2.1% (n = 270,000). AID 1460, 2008. recombinant tau K18 P301L, heparin-induced fibrillization, ThT fluorescence. Potency, µM (series often up to 57.4 µM), without a hit: top-dose activity, negative = inhibition, actives largely listed as inhibitors; further: on the % scale 0 is the no-effect control and ±100 the full control effect; nearly all actives have a fitted effect of over 55% in size
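ThT emission at 510 nm, taken 1 hr after adding 30 uM dye, quantifies aggregates formed when 20 uM heparin acts on human tau K18 P301L for 6 hr at 37 C.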
* hit, by the source's call; i = inactive; ? = inconclusive; . = not tested or not shown; [ ] = remark or other dose. Unless noted, the call rests on the fitted dose curve; in most records, active means well fitted curve in the direction sought with a large enough effect; inconclusive means small, poorly fitted or top-dose-only effect, or another doubt; inactive means no such curve, though single readings can be large; an effect the other way counts as inactive or inconclusive. Potency means the concentration at half of the fitted maximal effect. These rows are one share of the data; rates above refer to the full screens.

#	molecule	RECQ1 helicase	L3MBTL1 inh	HTT cytoprotect	TexasRed fluor
1	COc1ccc(CN(C(=O)COc2ccccc2)c2ccccc2C(=O)O)cc1	-10%	0%	25%[10 µM]	-2%
2	Nc1[nH]n(-c2ccccc2)c(=O)c1N=Nc1ccc2c(c1)OCO2	i	.	-21%[10 µM]	-5%
3	CCN(CC)CCNC(=O)c1ccc(N2CCCCC2)c(NS(=O)(=O)c2ccc(C)cc2)c1	i	-3%	-13%[10 µM]	6%
4	CCC(C)NC(=O)NC1C(NC(=O)NC(C)CC)N(C)C(=O)N1C (configuration not stated)	-7%	-2%	-22%	-4%
5	COc1cc(C2CC(=O)Oc3c(C(C)C)ccc(C)c32)cc(OC)c1OC (configuration not stated)	i	.	-13%	1%
6	CC(=O)CSc1nnc(-c2ccncc2)n1C	-8%	.	2%	-6%
7	Cc1ccc(N(CC(=O)NC2CCCCC2)C(=O)Cn2nnc(-c3ccc(C)o3)n2)cc1	23%	-13%	19%[10 µM]	-2%[53 µM]
8	CC(C)C(=O)Nc1ccc2c(c1)oc1ccccc12	-8%	.	-53%[inhibitor]	2%
9	COc1ccc(Cl)cc1NC(=O)CSc1nncn1-c1cccnc1	i	5%	22%[10 µM]	0%
10	CCOC(=O)c1c(C)oc2nc(C)nc(N3CCN(c4ccc(C)cc4C)CC3)c12	.	.	.	447µM*[quencher]
11	CCCOP(=O)(OCCC)C(Nc1ccc(C(C)C)cc1)c1ccc([N+](=O)[O-])cc1 (configuration not stated)	-5%	-18%	-22%	-3%
12	O=C(O)c1ccccc1C(=O)NCCc1c(C(=O)O)[nH]c2ccc(F)cc12	8%	0%	12%[10 µM]	-2%

#	TRb-SRC2 inh	Tau fluor cs	Tau fibril FP	Tau fibril ThT
1	-2%	6%	-1%	0%
2	-1%	10µM*[quencher]	?	2.2µM*
3	2%	-17%	-2%	-5%
4	3%	-9%	-12%	-14%
5	8%	-24%[81.3 µM]	-6%[81.3 µM]	-19%[81.4 µM]
6	-7%	-5%	-7%	-10%
7	2%[53 µM]	-11%	1%	-5%
8	-21%	-18%	-7%	-10%
9	-6%	-11%	-7%	-9%
10	-11%	-14%	-7%	-11%
11	5%	-13%	-2%	-8%
12	-2%	-3%	7%	-9%

(continued)
#	molecule	RECQ1 helicase	L3MBTL1 inh	HTT cytoprotect	TexasRed fluor
13	CC(COc1cccc2ccccc12)CN1CCN(C)CC1 (configuration not stated)	-5%	?	-11%	-2%
14	O=C(Nc1ccccc1-c1nnn(CC(=O)N2CCCc3ccccc32)n1)c1ccc(Cl)cc1	7%	-10%	12%[10 µM]	0%
15	COc1ccc(OC)c(NC(=O)c2c(C)oc3ncnc(N4CCOCC4)c23)c1	.	.	.	-1%
16	COc1cc(C)cc2oc(=O)c(CC(=O)NCc3cccc(Cl)c3)c(C)c12	.	.	.	-5%
17	COc1cc(OC)c(C(=O)Nc2ccc(N(C)C)cc2)cc1OC	-6%	.	-106%[inhibitor][0.074 µM]	-6%
18	CCOc1ccccc1N1CN(Cc2ccccc2)CNC1=S	2%	-11%	35%[10 µM]	-2%
19	COc1ccc(Cl)cc1NC(=O)NCCn1c(=O)oc2ccc(C)cc21	.	.	.	2%
20	Cc1ccc(-c2cn3cccnc3n2)cc1NC(=O)c1cccs1	-6%	-1%	-2%[10 µM]	?
21	CC1CCN(C(=O)C(C)c2ccc([N+](=O)[O-])cc2)CC1 (configuration not stated)	i	-2%	.	-5%
22	O=C(CN1CCC(NC(=O)c2ccco2)CC1)Nc1cccc2ccccc12	-1%	-8%	15%[10 µM]	-3%
23	Cc1cc(C)nc(NS(=O)(=O)c2ccc(N3C(=O)c4ccccc4C3=O)cc2)n1	-5%	-7%	24%[10 µM]	-4%
24	COc1cccc(-n2nnc3c(=O)n(CC(=O)N4CCCc5ccccc54)cnc32)c1	-13%	14%	9%	-1%

#	TRb-SRC2 inh	Tau fluor cs	Tau fibril FP	Tau fibril ThT
13	-16%	-3%	1%	-6%
14	1%	-19%	?	4%
15	-5%	-6%	4%	-8%
16	8%	0%	-1%	14%
17	-10%	-27%	9%	?
18	-2%	-1%	4%	-3%
19	2%	?	-14%	?
20	1%	-8%	-6%	-6%
21	0%	-6%	1%	-5%
22	4%	1%	-2%	-1%
23	-10%	0%	-7%	2%
24	-11%	-22%	-5%	-9%

The list continues:
#	molecule	RECQ1 helicase	L3MBTL1 inh	HTT cytoprotect	TexasRed fluor
25	O=C(N/N=C/c1cc(Cl)cc([N+](=O)[O-])c1O)c1cc(-c2ccccn2)nc2ccccc12	-10%	.	5%[10 µM]	5%
26	CCCc1oc2ccc(NS(=O)(=O)c3ccc(OC)cc3)cc2c1C(=O)OCC	.	.	.	-2%
27	O=C(c1cccs1)N1CCN(Cc2ccccc2)CC1	-1%	3%	.	-3%
28	CCC(C)CCCCNC1=NCCS1 (configuration not stated)	-14%	-48%	-21%	0%
29	CCN(CC)c1ccc(NC(=O)CSc2nnc(N)s2)cc1C	-6%	.	-20%	-1%
30	Cc1ccc(S(=O)(=O)CCSc2n[nH]c(=O)n2-c2ccccc2)cc1	i	5%	11%[10 µM]	-2%
31	Cc1cccc(N2CCN(C(=O)c3sc4nc5n(c(=O)c4c3C)CCC5)CC2C)c1 (configuration not stated)	.	.	.	-1%
32	CCOC(=O)c1ccc(NC(=S)N(CCCN2CCCCC2)Cc2ccco2)cc1	-3%	-14%	20%[10 µM]	2%
33	O=C1CN(C(=O)CNCc2cccc(Cl)c2)c2ccccc2N1	-3%	7%	21%[10 µM]	-1%
34	COc1ccccc1N1CCN(Cc2cn[nH]c2-c2ccc(F)cc2)CC1	i	-4%	18%[10 µM]	-1%
35	CC1=C(C(=O)OC2CCCCCC2)C(c2c(F)cccc2Cl)CC(=O)N1 (configuration not stated)	.	.	.	-3%
36	CCOC(=O)C1=C(C)NC(=S)N(C(C)=O)C1c1ccc(Cl)cc1 (configuration not stated)	-12%	-11%	-36%[10 µM]	-1%

#	TRb-SRC2 inh	Tau fluor cs	Tau fibril FP	Tau fibril ThT
25	1%	?	5%	8.9µM*
26	4%	?	?	-2%
27	-2%	7%	2%	1%
28	-10%	1%	3%	0%
29	-1%	-15%	-3%	-13%
30	-6%	-3%	0%	0%
31	-3%	-16%	-22%	-4%
32	8%	-5%	3%	-6%
33	2%	-11%	-1%	-10%
34	6%	-2%	4%	-2%
35	4%	-14%	1%	?
36	-7%	-6%	?	-15%

(next part)
#	molecule	RECQ1 helicase	L3MBTL1 inh	HTT cytoprotect	TexasRed fluor
37	CCn1cc(C(=O)O)c(=O)c2cnc(N3CCN(C(=S)NC(=O)c4ccc(Br)cc4)CC3)nc21	6%	14%	6%[10 µM]	0%
38	COc1ccccc1NC(=O)CCC(=O)c1ccc(-c2ccccc2)cc1	-7%	10%	13%[10 µM]	0%
39	CCOc1ccc(-n2c(SCC(=O)Nc3ccccc3C)n[nH]c2=O)cc1	i	-2%	-1%	1%
40	Cc1ccc(S(=O)(=O)N(C)CC(=O)OCC(=O)c2c(N)n(C)c(=O)n(C)c2=O)cc1	0%	4%	-7%[10 µM]	-4%
41	Cc1c(C(=O)Nc2ccc(F)cc2)c2ccccn2c1CCc1ccncc1	0%	-3%	-8%[10 µM]	-3%
42	c1csc(-c2nc(-c3ccc(-c4ccon4)s3)no2)c1	-9%	5%	1%[10 µM]	0%
43	Cc1cc(Nc2ccccc2F)n2nc(Cc3ccc(Cl)cc3)nc2n1	.	.	.	0%
44	Cc1ccccc1CC1(CO)CCCN(C(=O)c2cccc(Cl)c2)C1 (configuration not stated)	i	-3%	15%[10 µM]	-1%

#	TRb-SRC2 inh	Tau fluor cs	Tau fibril FP	Tau fibril ThT
37	-4%	-8%	-8%	-9%
38	1%	-22%	9%	?
39	3%	-5%	-8%	-5%
40	3%	-7%	-14%	3%
41	-3%	3%	6%	5%
42	-3%	-9%	-9%	-12%
43	-5%	16%	-1%	16%
44	1%	-11%	2%	-10%

Compound profiles, from the list above.
Cc1ccccc1CC1(CO)CCCN(C(=O)c2cccc(Cl)c2)C1 (configuration not stated) reads RECQ1 helicase: i; L3MBTL1 inh: -3%; HTT cytoprotect: 15%[10 µM]; TexasRed fluor: -1%; TRb-SRC2 inh: 1%; Tau fluor cs: -11%; Tau fibril FP: 2%; Tau fibril ThT: -10%
COc1ccccc1NC(=O)CCC(=O)c1ccc(-c2ccccc2)cc1 reads RECQ1 helicase: -7%; L3MBTL1 inh: 10%; HTT cytoprotect: 13%[10 µM]; TexasRed fluor: 0%; TRb-SRC2 inh: 1%; Tau fluor cs: -22%; Tau fibril FP: 9%; Tau fibril ThT: ?
Cc1cc(Nc2ccccc2F)n2nc(Cc3ccc(Cl)cc3)nc2n1 reads RECQ1 helicase: .; L3MBTL1 inh: .; HTT cytoprotect: .; TexasRed fluor: 0%; TRb-SRC2 inh: -5%; Tau fluor cs: 16%; Tau fibril FP: -1%; Tau fibril ThT: 16%
